OX1R antag-1: OX1R (human) antagonism. AID 485270. OX1R-expressing cells, FRET antagonist read-out. inhibition, % at 6.6 µM. O43613. hit rate 1.8% among 330,000; in the data active means inhibition mostly above about 38%, no sharp cut-off; inactive means mostly below about 40%;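 further: 0% = agonist challenge alone and 100% = reference antagonist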
Target sequence (O43613 whole entry, looked up): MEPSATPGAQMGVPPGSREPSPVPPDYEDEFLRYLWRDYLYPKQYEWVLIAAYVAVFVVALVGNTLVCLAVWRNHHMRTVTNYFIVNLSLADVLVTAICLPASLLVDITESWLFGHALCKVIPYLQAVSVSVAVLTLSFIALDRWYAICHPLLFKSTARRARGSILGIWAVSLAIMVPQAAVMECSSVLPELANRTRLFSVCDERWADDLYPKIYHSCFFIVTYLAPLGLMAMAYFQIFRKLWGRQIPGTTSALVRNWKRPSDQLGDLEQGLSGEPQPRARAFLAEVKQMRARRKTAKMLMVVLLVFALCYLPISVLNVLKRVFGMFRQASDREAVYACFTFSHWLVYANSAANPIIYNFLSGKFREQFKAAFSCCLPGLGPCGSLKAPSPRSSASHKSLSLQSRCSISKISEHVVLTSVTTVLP
OX1R antag-2: human HCRTR1 antagonism | CHO/OX1R cells, Fluo-8 calcium fluorescence, orexin A | inhibition, % at 5 µM | hit rate 0.43% among 330,000 | AID 434989;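 active means inhibition above its plate's threshold, mean inhibition of all tested compounds on the plate plus 3 SD, cut at about 37% in these data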;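 further: 0% = orexin A challenge wells and 100% = SB-334867-A antagonist wells; not every result past the cut was called active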
CHT allo act: allosteric activators of human choline transporter CHT. CHT-expressing cells, membrane potential dye, choline EC20; hits give high values; LV-AA mutant CHT in HEK293 cells. B-score at 10 µM. hit rate 0.49% among 310,000. AID 488977;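 active means initial fluorescence not abnormally high and integrated response B-score, plate-corrected, over 3 SD above library mean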
Target sequence (Q9GZV3 whole entry, looked up): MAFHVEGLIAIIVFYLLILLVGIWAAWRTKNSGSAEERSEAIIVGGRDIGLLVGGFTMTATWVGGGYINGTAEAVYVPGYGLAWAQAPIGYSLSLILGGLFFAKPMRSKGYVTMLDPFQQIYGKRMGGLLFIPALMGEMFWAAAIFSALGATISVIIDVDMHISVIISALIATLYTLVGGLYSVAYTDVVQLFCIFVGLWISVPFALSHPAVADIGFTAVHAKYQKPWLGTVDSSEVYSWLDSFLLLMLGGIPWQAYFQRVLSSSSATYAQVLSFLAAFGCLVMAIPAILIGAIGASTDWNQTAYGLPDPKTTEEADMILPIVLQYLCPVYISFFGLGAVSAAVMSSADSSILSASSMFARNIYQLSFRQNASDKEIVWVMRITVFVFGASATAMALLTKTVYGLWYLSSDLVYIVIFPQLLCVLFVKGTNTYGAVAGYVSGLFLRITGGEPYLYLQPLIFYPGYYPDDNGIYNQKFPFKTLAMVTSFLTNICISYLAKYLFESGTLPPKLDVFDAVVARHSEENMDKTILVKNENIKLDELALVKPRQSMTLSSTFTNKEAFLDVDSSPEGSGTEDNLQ
The depositor's hits bear a star; i = inactive; x = no result given.

SMILES	OX1R antag-1	OX1R antag-2	CHT allo act
NC(=O)CC(NC(=O)Cc1ccc(Br)cc1)c1ccc(NC2CCC2)c([N+](=O)[O-])c1 (centres undefined)	27	-25	i
Cc1ccccc1Cn1c2ccccc2c2cnn(CC(=O)NCCCN3CCN(C)CC3)c(=O)c21	19	-1	i
Cc1onc(C(=O)Nc2cccc(C(F)(F)F)c2)c1[N+](=O)[O-]	16	-1	i
O=C(Nc1ccccc1)c1cccc(N2C(=O)C3C4C=CC(C5CC45)C3C2=O)c1 (centres undefined)	7	-22	i
CCOc1ccc(NC(=O)CNC(=O)c2ccc([N+](=O)[O-])cc2)cc1	31	-3	i
C=CCNC(=O)c1ccc(NC(=O)C2=CSCCO2)cc1	5	-3	i
Cc1ccccc1NC(c1cccc(Cl)c1)c1nnnn1C1CCCCC1 (centres undefined)	9	-8	i
CC(=O)NC1(C(F)(F)F)NC(=O)N(CCc2ccccc2)C1=O (centres undefined)	4	-3	i
O=C1CC(C(=O)O)(c2ccccc2)c2cccc(F)c21 (centres undefined)	4	-19	i
O=C(NCc1nc(-c2ccc(C(F)(F)F)cc2)no1)c1cccs1	32	-13	i
CCCCOC(=O)C1CCC[C@@H](C)N1 (some centres undefined)	10	-4	i
COc1cc(OC)cc(-c2nc3ccccc3c(=O)n2OC(=O)c2ccc(C)c(C)c2)c1	2	-29	i
C/C(=N\NC(=O)OC(C)(C)C)c1cccc([N+](=O)[O-])c1	18	-5	i
CC(=O)Oc1ccccc1C(=O)Oc1ccc(/C=N/n2cnnc2)cc1	19	5	i
O=C(NNc1cccc(Cl)c1)c1cccnc1Cl	3	6	i
CC1CCN(C(=O)CCc2ccc(S(=O)(=O)NC(C)(C)C)cc2)CC1	12	0	i
C#CCN1C(=O)C2(OCCO2)c2ccccc21	13	-1	i
CCOC(=O)c1cccc(P(C)(C)=O)c1	10	7	i
COc1ccc(C)cc1NC(=O)c1cccc(-c2ccc(OC(C)=O)cc2)c1	35	-27	i
COc1cc(-c2nc3cnccc3n2C)cc(OC)c1OC	12	-10	i
O=C(N/N=C/c1ccccc1)c1[nH]ncc1Br	15	-19	i
CCOc1cc(/C=C2\SC(=N)N(c3nonc3N)C2=O)ccc1OCCN1CCOCC1	9	-12	i
CC(C)(C)[C@@H]1COC(=O)[C@H](Cc2ccc(F)cc2)C/C=C\C[C@@H](CC(=O)N(CCO)Cc2ccccc2)C(=O)N1	67*	57	x
COc1ccc(/C=C(\NC(=O)c2ccccc2)C(=O)N2CCCCC2)cc1OC	5	-15	i
O=C(CCCc1c[nH]c2ccccc12)NCc1cccs1	10	-3	i
Cc1occc1C(=O)Nc1cccnc1	23	-19	i
O=C(COc1ccc([N+](=O)[O-])cc1)N(C1CCCCC1)C1CCS(=O)(=O)C1 (centres undefined)	12	-5	i
Cc1ccc(OC(C)C(=O)Nc2ccncc2)cc1 (centres undefined)	5	2	i
O=C(C1=C(O)C(=O)N(CCCN2CCOCC2)C1c1ccc(Cl)cc1)c1cc2ccccc2o1 (centres undefined)	-1	-2	i
CSc1nc2c(c(=O)n1Cc1ccccc1)SC(C)C2 (centres undefined)	3	-4	i
C=CCNC(=O)CN1CCN(Cc2ccc3c(c2)OCO3)CC1	-11	-19	i
N#CC1=C(S)N(c2ccccc2)C(c2ccc(-c3cccc(Cl)c3)o2)NC1=O (centres undefined)	8	-12	i
O=S(=O)(c1ccc(Cl)cc1)N1CCCC(c2nc(-c3ccc(F)cc3)no2)C1 (centres undefined)	15	-15	i
CC1(C(=O)CSc2nc3ccccc3s2)CCC(=O)O1 (centres undefined)	10	-10	i
Cc1cc(C)c(NC(=O)CN(c2ccccc2)S(=O)(=O)N(C)C)c(C)c1	1	-24	i
Nc1c(C(=O)N/N=C/c2ccc([N+](=O)[O-])cc2)cnn1-c1ccccc1	9	-16	i
CCOC(=O)C(NCc1ccccc1OC)(NC(=O)c1ccccc1)C(F)(F)F (centres undefined)	23	1	i
Cc1ccc2c(c1)[C@H]1OCC[C@H]1[C@@H](c1ccncc1)N2	9	2	i
Cc1ccc2oc(C(=O)NCC(c3ccco3)N(C)C)c(C)c2c1 (centres undefined)	10	-20	i
O=C(OCn1ncc(Br)c(Br)c1=O)c1c(F)cccc1F	32	-12	i
COc1cccc(-c2sc3ccc(OC)cc3c2-c2ccc(O)cc2)c1	18	13	x
Cc1nc2ccccc2n1CCc1nc2c3ccccc3nc(SCC#N)n2n1	6	-33	i
O=C(NCc1ccccn1)c1cc(-c2ccc(Cl)cc2)nc2ccccc12	22	-28	i
O=c1cc(N2CCc3ccccc3C2)[nH]c(=O)n1Cc1ccc(F)cc1	-1	-31	i
COC(=O)c1ccc(CNC(=O)COC(=O)c2cc(Cl)ccc2O)cc1	1	-13	x
CC(CNC(=O)Cn1ccc2cc(S(=O)(=O)N3CCCC3)ccc21)c1ccccc1 (centres undefined)	43*	15	i
COc1ccc(/C=C2/C(=N)N3N=C(CC(=O)N4CCCC4)SC3=NC2=O)cc1OC	15	-5	i
Cc1ccc(S(=O)(=O)N(C)C)cc1NC(=O)Cn1c(CN2CCOCC2)nc2ccccc2c1=O	3	-22	i
Cc1nc(Cl)cc(N/N=C/c2ccc(O)cc2O)n1	18	1	i
O=C(CC(C(=O)O)P(=O)(c1ccccc1)c1ccccc1)c1ccc(Br)cc1 (centres undefined)	14	3	i
CCOC(=O)c1c(C)n(C)c2ccc(OC)c(NC(=O)CN3CCN(C4CCCCC4)CC3)c12	19	-16	i
Cc1ccc(NC(=O)CCNC(=O)c2ccccc2Cl)cc1S(=O)(=O)N1CCCCCC1	11	-28	x
COc1ccc(-c2[nH]c(-c3cccc(OC)c3)nc2SCC(=O)NCc2ccco2)cc1	32	-17	i
Cc1ccc(C(=O)N/C(=C/c2ccco2)C(=O)NCC2CCCO2)cc1 (centres undefined)	14	-7	i
O=S(=O)([N-]c1nc2ccccc2nc1-n1cc[n+](Cc2ccccc2)c1)c1ccc(Cl)cc1	4	-19	i
C=CCn1c(C)cc(C(=O)CSc2nnc(-c3cccc(S(=O)(=O)N(CC)CC)c3)o2)c1C	16	3	i
O=C1C2C(C(=O)N1CCc1ccccc1)C1C=CC2C12CC2 (centres undefined)	9	-2	i
Cc1[nH]c(=O)[nH]c(=O)c1S(=O)(=O)N1CCCC(C(=O)NCCc2ccccc2)C1 (centres undefined)	1	-11	i
C[C@@H](C(=O)Nc1ccc2ccccc2c1)[C@H]1C[C@]1(C)[C@H](NS(=O)(=O)c1ccccc1)c1ccccc1	29	-28	i
CCOc1ccc(C(=O)NCC(=O)OCc2nnc(-c3ccccc3)o2)cc1OCC	9	-32	x

Carrying on.
SMILES	OX1R antag-1	OX1R antag-2	CHT allo act
CCCCn1c(SCC(=O)N2c3ccccc3Sc3ccccc32)nc2c1c(=O)n(C)c(=O)n2C	19	-27	i
O=C(COC(=O)c1ccc(S(=O)(=O)NCc2ccco2)cc1)Nc1ccc(Cl)cn1	9	3	i
CCOC(=O)Cc1csc(NC(=O)c2cnc3scc(C)n3c2=O)n1	0	-5	i
Cc1ccc(-c2[nH]c3ccccc3c2SCCN)cc1	18	-14	i
CCOc1ccc(C2C3=C(CC(C)(C)CC3=O)N(CC(=O)O)C3=C2C(=O)CC(C)(C)C3)cc1OCC	1	-18	i
Cc1ccc(Nc2nc(N)nc(CSc3ncccn3)n2)cc1	18	-29	i
CCCC1=C(C(=O)OCC)C(c2c(C)nn(-c3ccccc3)c2Cl)C(C#N)=C(N)O1 (centres undefined)	13	-25	i
COc1ccccc1CNC(=O)CN(C)S(=O)(=O)c1ccc2c(c1)c(=O)n(C)c(=O)n2C	7	-23	i
COc1ccccc1CN(C)CC(=O)Nc1cccc2ccccc12	23	-23	i
CCn1cc(CN2CCC(n3nccc3NC(=O)CCCc3ccccc3)CC2)c(C)n1	17	-6	i
CCn1c(=O)c2sccc2n(CC(=O)NC2CCCCC2)c1=O	6	-9	i
CCOC(=O)N1CCN(S(=O)(=O)c2ccc3[nH]c(=O)oc3c2)CC1	9	-5	i
COC(=O)c1ccc(NC(=O)c2ccc3c(c2)NC(=O)C2CCCN32)cc1 (centres undefined)	10	-5	x
NS(=O)(=O)c1ccc2nc(NC(=O)c3ccc4ncsc4c3)sc2c1	27	-15	i
COc1cccc(C(=O)OCC(=O)Nc2sc3c(c2C(N)=O)CCC3)c1O	6	-10	x
CC1CCCN(c2cc3c(cc2[N+](=O)[O-])C(=O)N(c2ccccc2)C3=O)C1 (centres undefined)	18	-24	i
CC(C)OC(=O)C(CC(=O)O)N1CCOCC1 (centres undefined)	19	-10	i
Cc1ccc(C(=O)NCCn2cc(SCC(=O)Nc3nnc(C)s3)c3ccccc32)cc1	17	-24	i
O=C(O)c1ccc(NS(=O)(=O)c2ccc(Cl)c(C(=O)Nc3ccccc3[N+](=O)[O-])c2)cc1	11	4	i
COc1cc(OC)cc(-c2nnc(SCC(=O)N3c4ccccc4Sc4ccccc43)o2)c1	-2	-6	i
O=C(c1ccncc1)N1CCN(S(=O)(=O)c2cccc(F)c2)CC1	12	-12	i
COc1ccc(SCCc2ccncc2)cc1	26	-10	i
Cc1cc(C)c(NC(=O)CN(C)C(=O)c2ccc(OCc3ccccc3)cc2)c(C)c1	5	-27	x
CCCOc1ccc2cc(-c3ccccn3)c(=O)oc2c1	15	-18	i
CCOc1ccc(C(=O)NC2CCN(C(=O)N3CCCC3)CC2)cc1	6	-13	i
COc1ccc(C)cc1NC(=O)c1cccc(C(=O)Nc2cc(C)ccc2OC)c1	21	-33	i
Cc1ccc(NC(=O)NCC2CC2(Cl)Cl)cc1 (centres undefined)	29	-20	i
CC(C)C(=O)N1CCN(c2ccccc2NC(=S)NC(=O)c2ccco2)CC1	16	-38	i
COc1ccc(F)c(CN2CCN(CCc3ccccc3)C(CCO)C2)c1 (centres undefined)	-5	-25	i
c1ccc(NCc2ccncc2)cc1	3	-15	i
CC1(C)OC(=O)N(CCC(=O)Nc2cccc(F)c2)C1(C)O (centres undefined)	0	-12	i
Cc1ccc(OCCOc2ccc(Cl)cc2Cl)c([N+](=O)[O-])n1	20	-17	i
Cn1c(=O)c(=O)n(C)c2cc(S(=O)(=O)N3CCC(Cc4ccccc4)CC3)ccc21	9	-28	i
COc1ccc(CCN2C(=O)C(Oc3ccccc3C)C2c2ccc3c(c2)OCO3)cc1 (centres undefined)	35	-17	i
COc1ccc(Cn2c(C)nc3ccc([N+](=O)[O-])cc3c2=O)cc1	6	-19	i
COc1ccc2nc3oc(C(=O)NCc4cccs4)cc3cc2c1	1	-16	i
C=CCn1c(=O)c(C(=O)Nc2cc(C)ccn2)c(O)c2ccccc21	-2	-14	i
O=C(c1ccc2[nH]c(=O)c(=O)[nH]c2c1)N1CCN(c2ccccc2)CC1	9	-9	i
Cc1ccc(-n2nc3c(n2)/C(=N/O)CC/C3=N\O)cc1	23	-15	i
COc1cccc(C(c2nnnn2Cc2ccc(F)cc2)N2CCC(C(N)=O)CC2)c1OC (centres undefined)	3	-21	i
CCn1c2ccccc2c2cc(C3N=C(N)Nc4nc5ccccc5n43)ccc21 (centres undefined)	10	-19	i
CCn1c(=O)c(CCC(=O)N2CCN(c3ccccn3)CC2)c(C)c2c(C)nn(-c3cccc(C)c3)c21	20	-28	i
COc1ccc(-c2csc3nc[nH]c(=O)c23)cc1OC	-6	-10	i
COCCNC(=S)N1CCc2cc(OC)c(OC)cc2C1c1cccs1 (centres undefined)	3	-13	i
Cc1cccc2cc(C(c3nnnn3Cc3ccccc3)N3CCN(c4ccccc4)CC3)c(=O)[nH]c12 (centres undefined)	13	-33	i
Cc1nn(C)cc1NC(=O)c1nn(C)cc1[N+](=O)[O-]	43	-13	i
CCc1ccccc1N1CC(C(=O)N2Cc3ccccc3CC2C(N)=O)CC1=O (centres undefined)	-3	-7	x
O=C(COc1ccc(-n2ccnc2)cc1)Nc1cccc(F)c1	10	-3	i
O=[N+]([O-])c1ccc(SCc2ccncc2)nc1	34	7	i
COCC(=O)Nc1nc2n(n1)C(c1ccccc1)CC(c1ccc(OC)cc1)N2 (centres undefined)	4	-6	i
Cc1ccc(C(=O)N/N=c2\oc3ccccc3cc2C(N)=O)cc1	6	-24	i

Filtered by structure, the entries above containing a nitro group on carbon
SMILES	OX1R antag-1	OX1R antag-2	CHT allo act
NC(=O)CC(NC(=O)Cc1ccc(Br)cc1)c1ccc(NC2CCC2)c([N+](=O)[O-])c1 (centres undefined)	27	-25	i
Cc1onc(C(=O)Nc2cccc(C(F)(F)F)c2)c1[N+](=O)[O-]	16	-1	i
CCOc1ccc(NC(=O)CNC(=O)c2ccc([N+](=O)[O-])cc2)cc1	31	-3	i
C/C(=N\NC(=O)OC(C)(C)C)c1cccc([N+](=O)[O-])c1	18	-5	i
O=C(COc1ccc([N+](=O)[O-])cc1)N(C1CCCCC1)C1CCS(=O)(=O)C1 (centres undefined)	12	-5	i
Nc1c(C(=O)N/N=C/c2ccc([N+](=O)[O-])cc2)cnn1-c1ccccc1	9	-16	i
CC1CCCN(c2cc3c(cc2[N+](=O)[O-])C(=O)N(c2ccccc2)C3=O)C1 (centres undefined)	18	-24	i
O=C(O)c1ccc(NS(=O)(=O)c2ccc(Cl)c(C(=O)Nc3ccccc3[N+](=O)[O-])c2)cc1	11	4	i
Cc1ccc(OCCOc2ccc(Cl)cc2Cl)c([N+](=O)[O-])n1	20	-17	i
COc1ccc(Cn2c(C)nc3ccc([N+](=O)[O-])cc3c2=O)cc1	6	-19	i
Cc1nn(C)cc1NC(=O)c1nn(C)cc1[N+](=O)[O-]	43	-13	i
O=[N+]([O-])c1ccc(SCc2ccncc2)nc1	34	7	i

No enrichment for hits; overall some 2.5% were active at least once.
